# OXTR potentiate – potentiators of human oxytocin receptor; AID 2445; activation, % at 3 µM; P30559; actives 0.061% (n = 320,000); CHO-OTR cells, Fluo-8 calcium fluorescence, potentiator mode; 0% = oxytocin EC15, 100% = EC100;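 active = activation above that plate's cutoff, the mean activation of tested compounds plus 3 SD, cut at about 6.6% in these data, passing the limit was not always enough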;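 also: 100% uses oxytocin at 75 nM as the full agonist control; some results filed as inactive read as strong as hits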
#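 Material: human OTR in CHO cells. Compound: 3.0 µM, one dose. Timing: compound 6 min at room temperature before oxytocin, 100 s read. Evaluation: % activation of max/min ratio relative to oxytocin controls. Replication: single well per compound, singlicate. Signal: Fluo-8 calcium dye fluorescence.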
# CHO parental Ca – counter-screen: ATP calcium response change in parental CHO cells; parental CHO-K1, ATP-induced calcium, Fluo-8 fluorescence; inhibition, % at 5.6 µM; actives 0.63% (n = 330,000);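 active = inhibition above that plate's mean sample inhibition plus 3 SD, cut at about 26% in these data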;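 also: 0% = ATP-challenged DMSO wells and 100% = DMSO wells without ATP; some compounds past the cut are filed as inactive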
#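 Test system: untransfected parental CHO cell line; also added: ATP stimulus; dosing: 5.6 µM, single dose; signal: calcium-sensitive Fluo-8 fluorescence; measure: percent inhibition of ATP-evoked calcium rise, normalized to controls; benchmarks: low control ATP plus DMSO, high control DMSO only; replication: one well per compound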
# CHO-K1 Ca antag – nonselective inhibitor or artifact in parental CHO-K1 cells; ATP-induced calcium, Fluo-8 fluorescence; inhibition, % at 3 µM; actives 0.6% (n = 360,000); AID 602250;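 active = inhibition above a per-plate cutoff, the plate's mean sample inhibition plus 3 SD, cut at about 24% in these data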;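 also: 0% = DMSO plus EC80 ATP and 100% = DMSO alone without ATP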
# CHRM1 agonist – activates human CHRM1 receptor; activation, % at 3 µM; actives 0.33% (n = 360,000); CHO-K1 hM1, Fluo-8 calcium fluorescence, agonist mode; 0% DMSO, 100% acetylcholine EC100; P11229;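 active = activation above the run's mean compound activation plus 3 SD, cut at about 16% in these data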;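 also: peak over basal fluorescence ratio within a 140 s kinetic read after compound addition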
# Target sequence (P11229 whole entry, looked up): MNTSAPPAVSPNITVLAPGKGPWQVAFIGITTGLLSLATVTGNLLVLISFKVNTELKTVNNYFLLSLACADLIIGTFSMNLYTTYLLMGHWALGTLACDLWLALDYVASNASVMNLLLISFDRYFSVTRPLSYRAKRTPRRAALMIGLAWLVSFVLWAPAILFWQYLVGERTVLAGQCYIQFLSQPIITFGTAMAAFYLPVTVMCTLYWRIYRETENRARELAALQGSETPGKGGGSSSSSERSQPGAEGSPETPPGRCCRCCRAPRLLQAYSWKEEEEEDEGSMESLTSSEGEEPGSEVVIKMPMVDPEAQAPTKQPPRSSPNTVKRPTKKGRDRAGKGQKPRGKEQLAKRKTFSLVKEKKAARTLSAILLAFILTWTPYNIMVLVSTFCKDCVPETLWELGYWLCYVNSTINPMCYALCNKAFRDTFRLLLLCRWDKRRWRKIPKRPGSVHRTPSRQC
# M1 PAM parental – M1 PAM counterscreen hit in parental CHO-K1 cells | actives 0.02% (n = 360,000) | activation, % at 3 µM | ATP EC20, Fluo-8 calcium fluorescence; 0% at ATP EC20, 100% at ATP max;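 active = activation above the run cutoff, the mean activation of all test compounds plus 3 SD, cut at about 40% in these data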;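 also: peak over basal fluorescence ratio in a 140 s read after ATP addition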
# CHO-K1 Ca ag – nonselective activator or artifact in parental CHO-K1 cells | Fluo-8 calcium fluorescence; scaled to maximal ATP response, vehicle zero | AID 602248 | activation, % at 3 µM | actives 0.48% (n = 360,000); in the data active = activation above about 15%;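 also: untransfected CHO-K1 host cells lacking M1 receptor as counterscreen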
# TAAR1 ag – agonists of human TAAR1; activation, % at 3 µM; AID 624467; CHO RD-HGA16 TAAR1, Fluo-8 calcium fluorescence; vehicle wells 0%, saturating PEA agonist 100%; Q96RJ0; actives 0.99% (n = 360,000);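 active = activation above the mean activation of all test compounds in the run plus 3 SD, cut at about 38% in these data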
# Target sequence (Q96RJ0 whole entry, looked up): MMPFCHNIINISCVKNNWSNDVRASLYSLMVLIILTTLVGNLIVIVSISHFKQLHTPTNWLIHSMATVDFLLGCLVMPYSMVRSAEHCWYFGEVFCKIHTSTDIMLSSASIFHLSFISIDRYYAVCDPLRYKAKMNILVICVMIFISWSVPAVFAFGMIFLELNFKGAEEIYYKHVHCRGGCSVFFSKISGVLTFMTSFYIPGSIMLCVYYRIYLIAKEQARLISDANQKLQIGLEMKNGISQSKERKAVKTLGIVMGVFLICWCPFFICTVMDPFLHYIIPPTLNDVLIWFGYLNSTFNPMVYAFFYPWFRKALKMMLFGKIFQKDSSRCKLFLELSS
#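 System: CHO-derived RD-HGA16 cells with stable Gα16 and human TAAR1 / Times: 17-24 h plating, Fluo-8 75 min 37 °C, 30 min RT / Technique: calcium-sensitive Fluo-8 signal, excitation 470-495, emission 515-575 nm / Measure: % activation relative to PEA EC100 response / Benchmarks: DMSO and PEA EC100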
# TAAR1 antag – human TAAR1 antagonism | inhibition, % at 3 µM | actives 1.5% (n = 360,000) | Q96RJ0 | CHO RD-HGA16 TAAR1, Fluo-8 calcium fluorescence, antagonist;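 active = inhibition above a per-plate cutoff, the mean inhibition of test compounds on that plate plus 3 SD, cut at about 49% in these data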;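 also: 0% = DMSO plus EC80 beta-PEA response and 100% = DMSO alone without agonist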
#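 test system = CHO RD-HGA16 cells bearing hTAAR1 | replication = singlicate | controls = DMSO-only wells and EC80 β-PEA-stimulated wells | reagent = EC80 β-phenethylamine stimulus | read-out basis = percent inhibition of PEA-evoked calcium signal, max/basal emission ratio | schedule = seeding 17-24 h prior, 75-min 37 °C, 30-min RT dye loading | signal = kinetic Fluo-8 calcium fluorescence measurement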
# CHRM1 antagonist – antagonists of human M1 muscarinic receptor | inhibition, % at 3 µM | CHO-K1 hM1, Fluo-8 calcium fluorescence, ACh EC80 antagonist | actives 1.3% (n = 360,000) | P11229 | AID 588852;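 active = percent inhibition above its own plate's cutoff, namely the mean of that plate's compound wells plus 3 SD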;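 also: peak over basal fluorescence ratio during 140 s after agonist addition; 0% = ACh EC80 plus DMSO and 100% = DMSO alone without agonist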
# * hit, by the source's call; / = no result given. An unsorted share of the library; any-hit rate near 4.2%.
SMILES,OXTR potentiate,CHO parental Ca,CHO-K1 Ca antag,CHRM1 agonist,M1 PAM parental,CHO-K1 Ca ag,TAAR1 ag,TAAR1 antag,CHRM1 antagonist
Cc1ccccc1N1CCN(c2ccc(NC(=O)C3CCCCC3C(=O)O)cc2)CC1 (stereo not drawn),1,-15,-9,-13,16,0.2,0,-26,-5
O=[N+]([O-])c1ccc(-c2ccn[nH]2)o1,-10,0,0,-5,-3,0.8,2,0,-6
O=C(NCCN1CCOCC1)c1cc(-c2cccc(Cl)c2)on1,-1,2,7,-5,-11,0.2,2,0,-10
NS(=O)(=O)c1cccc(NC(=O)COC(=O)c2ccccc2C(=O)c2ccccc2)c1,-8,-9,-17,1,13,2.2,0,-8,-12
CC(=O)N1CCc2cc(S(=O)(=O)NCCCN3CCN(Cc4ccccc4)CC3)ccc21,-11,-12,-5,-7,12,0.6,12,-23,-4
COc1ccc(CC(=O)Nc2ccccc2C(F)(F)F)cc1S(=O)(=O)N1CCOCC1,/,/,10,1,2,0.3,3,-8,-11
CC1=C(OC(=O)c2ccccc2)C(C)(C)C(c2ccccc2)OC1=O (stereo not drawn),-3,-13,-15,1,17,0.5,12,3,-40
O=C(CCN1C(=O)C2C3C=CC(C3)C2C1=O)Nc1nccs1 (stereo not drawn),-14,3,-9,-3,3,-0.2,8,1,0
Cn1nc(C(C)(C)C)cc1C(=O)N1CCCCC1c1cc(C(=O)NCc2cccnc2)no1 (stereo not drawn),/,/,-1,-3,-2,0.4,1,-7,-10
CCCOc1ccc(C(=O)NCc2ccco2)cc1,-13,2,-11,-4,-2,0.1,2,3,-5
COc1ccc(CC(=O)NNC(=S)NC(=O)c2cc(OC)c(OC)c(OC)c2)cc1,/,/,-12,-1,13,1.1,14,10,-2
Cc1nn(-c2ccccc2)c(C)c1NC(=O)COC(=O)c1ccc(S(=O)(=O)C(F)F)cc1,0,-13,-11,-1,-16,9.5,16,49*,18
Cc1ccc(/C=C/C(=O)Nc2ccc([N+](=O)[O-])c(NC(=O)/C=C/c3ccc(C)o3)c2)o1,0,-9,15,-2,10,3.8,16,49*,13
C=C(C)C(=O)Oc1ccc(N2C(=O)[C@@H]3C4C=CC(C4)[C@@H]3C2=O)cc1,-11,3,2,-5,-6,-0.3,7,-7,-5
Cc1ccc(S(=O)(=O)N(C)C(=O)NC(=O)NS(=O)(=O)c2ccccc2)cc1,-4,-5,18,-3,-10,-0.2,7,2,-3
CCOc1ccc2nc(COC(=O)c3cccs3)c(C(C)=O)[n+]([O-])c2c1,5,-36,4,-4,-13,1.7,0,-1,-5
Cc1[nH]c2ccccc2c1C(=O)NS(=O)(=O)Nc1ccccc1,0,-5,-12,-4,-2,0.2,0,-11,5
Cc1ccc([C@@H]2C[C@H]3[C@@H](CN2S(=O)(=O)c2ccc(C)cc2)C(=O)C[C@@H](c2ccccc2)N3S(=O)(=O)c2ccc(C)cc2)cc1,/,/,-9,-2,9,0.0,0,6,-7
COc1ccccc1C(=O)NCCCN1CCCC1=O,-1,-10,-18,-4,32,0.1,7,-6,-4
Cc1ccc(C)c(NC(=O)CN(C)C(=O)C2CCCC2)c1,-1,-13,-3,-4,-19,-0.4,1,12,6
COc1ccccc1-n1nnnc1SCC(=O)N(CC(C)C)C1CCS(=O)(=O)C1 (stereo not drawn),/,/,-8,0,-2,0.4,1,-3,-14
COc1ccc(NC(=O)/C=C/c2cccc(C(F)(F)F)c2)cn1,-6,-23,-13,4,14,7.3,6,18,-8
CN(CC(=O)Nc1ccc(N2CCOCC2)cc1)C(=O)CCNC(=O)c1ccccc1Cl,-6,-1,19,-3,-30,-0.4,1,-18,-6
Cc1cc(Cl)ccc1NC(=S)Nc1ccccn1,/,/,3,-10,20,-0.1,-2,14,-7
CCN1CCN(C(=O)C2CC(=O)N(c3ccc(Cl)cc3)C2)CC1 (stereo not drawn),-3,0,-6,-7,2,3.0,-1,-16,3
COc1cc(CC(=O)O)ccc1OCc1ccccc1,1,-3,-2,2,12,0.8,6,-18,-13
CCOC(=O)C1CCN(C(=O)CN2C(=O)c3ccccc3S2(=O)=O)CC1,0,3,13,-2,10,-0.1,5,-1,1
CC(C)c1ccc(N)c(S(=O)(=O)O)c1,-2,13,-15,-2,19,1.2,17,-9,-5
COC(=O)/C(NC(C)=O)=C(\C)c1ccc(Cl)cc1,0,7,-9,-5,33,0.4,9,-10,-9
COc1ccc(NC(=O)c2c[nH]c(=O)n(-c3ccc(C)c(C)c3)c2=O)cc1OC,0,-15,-17,3,28,0.7,1,-19,-18

# 3 structures out of the list, arranged by formula weight, lowest first.
SMILES,OXTR potentiate,CHO parental Ca,CHO-K1 Ca antag,CHRM1 agonist,M1 PAM parental,CHO-K1 Ca ag,TAAR1 ag,TAAR1 antag,CHRM1 antagonist
CCN1CCN(C(=O)C2CC(=O)N(c3ccc(Cl)cc3)C2)CC1 (stereo not drawn),-3,0,-6,-7,2,3.0,-1,-16,3
CCOC(=O)C1CCN(C(=O)CN2C(=O)c3ccccc3S2(=O)=O)CC1,0,3,13,-2,10,-0.1,5,-1,1
COc1ccccc1-n1nnnc1SCC(=O)N(CC(C)C)C1CCS(=O)(=O)C1 (stereo not drawn),/,/,-8,0,-2,0.4,1,-3,-14

# Following part.
SMILES,OXTR potentiate,CHO parental Ca,CHO-K1 Ca antag,CHRM1 agonist,M1 PAM parental,CHO-K1 Ca ag,TAAR1 ag,TAAR1 antag,CHRM1 antagonist
O=C(Nc1ccc(F)cc1)c1ccc(S(=O)(=O)NCC2CCCO2)cc1 (stereo not drawn),-6,-7,-17,1,12,8.8,15,-1,-4
COc1cccc(CC2(CO)CCCN(S(=O)(=O)N(C)C)C2)c1 (stereo not drawn),-7,-26,-9,-1,9,0.7,5,6,10
O=C(COc1cc2oc(=O)c3c(c2cc1Cl)CCC3)N1C[C@H]2C[C@@H](C1)c1cccc(=O)n1C2,-5,-16,5,-9,-3,-0.4,0,-18,-6
O=C1c2ccccc2[C@@H]2C[C@H]3O[C@H]3CCN12,/,-7,-7,0,10,0.2,1,-10,-17
O=c1c(CN2CCN(Cc3ccccc3F)C(CCO)C2)coc2ccccc12 (stereo not drawn),-12,-18,2,1,5,-0.1,0,-36,-16
S=c1nc(-c2ccc(Br)cc2)[nH]c2ccccc12,-25,-6,-16,-2,21,0.5,5,1,-21
CN1C[C@@H]2[C@@H]3C(=O)N(Cc4ccccc4)C(=O)[C@@H]3[C@](Cc3ccccc3)(C1=O)N2C(=O)c1ccccc1,/,/,18,-4,-24,-0.6,23,16,9
C/C(CCc1oc2c(Br)cc(Br)cc2c1-c1ccc(C)o1)=N\O,-2,-6,-14,-9,12,0.5,4,5,-34
CCCNC(=O)C1(C)CCCN(Cc2cccc3ccccc23)C1 (stereo not drawn),/,/,-16,-6,17,-0.3,0,-41,-24
CC(C)CNC(=O)/C=C/C=C/CCCC/C=C/c1ccc2c(c1)OCO2,-3,-14,-10,-1,6,0.3,0,13,-7
COc1ccccc1N1CCN(c2ncnc3sc(C)c(-c4ccccc4)c23)CC1,-3,-34,-9,-7,5,0.5,/,/,-8
CCOc1ccccc1NC(=O)COC(=O)/C=C/c1cccs1,-8,-28,-10,-4,15,0.3,2,19,-1
CNS(=O)(=O)c1ccc(C(C)(C)C)cc1,-2,-6,-3,-12,17,0.4,1,-14,-2
CC(=O)c1ccc(-c2nnc(CCC(=O)N(C)Cc3c(C)nc4ccccn34)o2)s1,-7,2,7,-8,-21,0.6,2,-8,13
CCOc1ccc(NC(=O)CSc2nnc(-c3ccco3)n2C)cc1,-16,-20,-15,-4,16,0.1,27,9,-13
CCOc1ccc2nc(NC(=O)/C=C/c3ccc4c(c3)OCO4)sc2c1,-3,-3,2,-5,-9,-0.2,2,-4,-5
Cc1cc(C)nc(SCc2cc(=O)c(OC(=O)c3ccc(Cl)c([N+](=O)[O-])c3)co2)n1,-2,-3,-11,-6,20,0.6,-1,-39,-10
COCCN(C(=O)c1cc2c(s1)CCC2)c1c(N)n(CC(C)C)c(=O)[nH]c1=O,2,-21,-13,-1,-3,-0.2,-1,-19,-6
O=C(COC(=O)c1ccccc1NS(=O)(=O)c1cccs1)NC1CCCCC1,-2,-15,-2,-6,10,2.7,0,0,-7
Nc1nc(N)c(-c2cccc(C(F)(F)F)c2)c(Cc2cccc(C(F)(F)F)c2)n1,/,/,-13,2,35,1.9,10,0,-4
C=CCn1c(SCC(=O)NC2CCCC2)nc2sc(C)cc2c1=O,-2,-18,15,0,-11,-0.3,-1,-5,1
COC(/C=C/Nc1ccc(C)c(C)c1)=C(C#N)C#N,-1,-6,-20,-3,-3,0.2,-3,-20,-25
CCOc1ccc(S(=O)(=O)Nc2cccc(-c3ccc(N4CCCCCC4)nn3)c2)cc1,-5,-17,-5,-4,12,0.7,0,-49,9
CCc1ccc(Nc2nnc(SCC(=O)N(C)C3CCS(=O)(=O)C3)s2)cc1 (stereo not drawn),-2,-15,1,-4,-17,-0.6,-2,-8,-10
CN1CCN(c2ccc(S(=O)(=O)N3CCCCC3)cc2[N+](=O)[O-])CC1,-6,-8,-3,-9,-2,1.4,3,-5,-2
CCN(C(=O)COC(=O)c1nc(Cl)ccc1Cl)C1CCS(=O)(=O)C1 (stereo not drawn),-7,0,17,-3,-19,-0.2,3,-25,-9
COc1ccc(CCNC(=O)c2ccc(N(C)S(=O)(=O)c3ccccc3)cc2)cc1,-4,-4,-4,-1,7,7.4,4,9,13
O=[N+]([O-])c1cc([N+](=O)[O-])c(Oc2c(F)ccc(F)c2F)cc1NN1CCCCC1,-2,-5,-12,-5,8,0.3,1,2,0
CC1CC(=O)Nc2ccccc2N1S(=O)(=O)c1cccc(F)c1 (stereo not drawn),-6,-13,-19,-2,28,1.6,1,-9,-4
CCC(=O)c1ccc(OCC(=O)OCC(=O)N2c3ccccc3NC(=O)C2(C)C)cc1,-15,13,0,2,-6,0.8,13,52*,-20
CCOC(=O)[C@]12CCC=C1N(Cc1ccc(Cl)cc1Cl)C(=O)[C@H](CC(=O)NCc1cccc3ccccc13)C2,/,/,1,/,9,0.6,1,-8,/
CCSC1=N/C(=C\c2ccccc2)C(=O)N1c1ccc(OC)cc1,-1,-12,-7,3,-1,0.8,5,-45,-1
COCCn1c(N)c(C(=O)c2cccc(S(=O)(=O)N3CCCCCC3)c2)c(=O)[nH]c1=O,-2,-10,-13,-3,17,2.7,8,-16,-7

# Assay outcomes: PubChem BioAssay, The Scripps Research Institute Molecular Screening Center
